SR-BI DiI inh = inhibitors of SR-BI mediated HDL lipid uptake, primary screen, ldlA[mSR-BI] cells, fluorescence, single point; inhibition, % at 12.5 µM; Scavenger receptor class B member 1 (Mus musculus), Q61009; AID 488896, 2010; actives 0.96% (n = 320,000); ldlA[mSR-BI] CHO cells, DiI-HDL uptake fluorescence, 3 h;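 active = mean replicate inhibition of at least 70% and a set share of replicates each scoring 70 or more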;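 also: 0% = median of neutral control wells and 100% = median of positive control wells; values of inactives mirror those of a sister screen read the other way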
PKA-R2B act = activators of PKA-R2B holoenzyme, primary screen, biochemical, fluorescence polarization, Cy5-IP20, human | AID 504700, 2011 | actives 0.079% (n = 340,000) | cAMP-dependent protein kinase catalytic subunit beta (Homo sapiens) + cAMP-dependent … | activation, % at 11.4 µM | PKA-R2B holoenzyme dissociation; R2B truncated from residue 108, S112A mutant; 0% DMSO only, 100% 113 µM cGMP;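 active = activation above a cutoff set at the mean over all compounds plus 3 SD, cut at about 18% in these data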;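 also: higher means more holoenzyme dissociation and a rise in polarization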
Target sequence (P31323 whole entry, looked up, other chains not shown, the tested form may be a part): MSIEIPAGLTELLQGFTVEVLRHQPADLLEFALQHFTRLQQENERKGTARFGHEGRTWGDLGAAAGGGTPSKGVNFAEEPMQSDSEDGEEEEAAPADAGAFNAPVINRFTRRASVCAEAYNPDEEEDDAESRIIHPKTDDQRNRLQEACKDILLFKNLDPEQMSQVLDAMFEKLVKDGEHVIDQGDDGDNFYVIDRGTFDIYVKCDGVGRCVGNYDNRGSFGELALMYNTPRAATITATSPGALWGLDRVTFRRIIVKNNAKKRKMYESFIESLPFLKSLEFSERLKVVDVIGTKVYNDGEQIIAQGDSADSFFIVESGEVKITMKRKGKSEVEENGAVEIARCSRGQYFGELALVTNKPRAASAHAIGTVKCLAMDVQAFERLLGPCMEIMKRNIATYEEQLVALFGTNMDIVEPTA
Keap1 Nrf2 FP = Keap1-Nrf2 protein-protein interaction inhibitors, primary screen, biochemical, fluorescence polarization, single point | Kelch-like ECH-associated protein 1 (Homo sapiens), Q14145 | Keap1 Kelch-Nrf2 peptide fluorescence polarization, 1536-well | inhibition, % at 9.4 µM | actives 0.15% (n = 340,000) | AID 504523, 2011; in the data active = inhibition above about 12%;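 also: human Keap1 Kelch domain with fluorescein labeled Nrf2 9mer peptide probe; 0% = neutral control wells and 100% = peptide positive control; higher means more block of Keap1 binding to Nrf2 peptide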
PvdQ inh = P. aeruginosa PvdQ acylase inhibitors, primary screen, biochemical, fluorescence, plate reader and imaging, single point | PvdQ acylase [Pseudomonas aeruginosa LESB58] | purified PvdQ acylase | inhibition, % at 10 µM | actives 0.063% (n = 340,000) | AID 488965, 2010; in the data active = inhibition above about 30%, passing the limit was not always enough;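 also: 0% = vehicle neutral wells and 100% = reference inhibitor wells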
SR-BI DiI-HDL act = activators of SR-BI mediated DiI-HDL uptake, primary screen, ldlA[mSR-BI] CHO cells, DiI fluorescence. 3 h; 100 = double the neutral-control signal. activation, % at 12.5 µM. actives 0.096% (n = 320,000). AID 504775, 2011;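 active = mean replicate activation of at least 60% and every replicate at or above 60%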;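 also: 0% = median plate neutral-control signal and 100% = twice that signal; values of inactives mirror those of a sister screen read the other way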
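System: LDL receptor-deficient CHO ldlA cells overexpressing murine SR-BI | Timing: 3 h uptake period with compound, 37 °C | Medium: HEPES-buffered (25 mM, pH 7.4) F12 plus 0.5% BSA | Dosing: Single-point compound dose | Signal: Bottom-read fluorescence, 550/595 nm | Read-out: Retained DiI signal reflecting DiI-HDL uptake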
Arr AP2 block = inhibitors of beta-arrestin/AP2 binding, primary screen, biochemical, GPCR trafficking, flow cytometry; beta-arrestin 1 C-terminal peptide binding to AP2 beta2-adaptin appendage (human); actives 0.31% (n = 340,000); inhibition, % at 10 µM; FITC-arrestin peptide / GST-AP2 beads; AP2 beta2 appendage carries R879A mutation; AID 504490, 2011;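 active = inhibition above a set limit, near 3 SD of compounds lacking own fluorescence, cut at about 54% in these data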;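 also: plate controls were DMSO wells for no effect and 5 µM unlabelled arrestin peptide for full effect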
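Test system: GST-tagged AP2 beta2-adaptin appendage (R879A) on 4 µm glutathione beads; also added: fluorescein-tagged arrestin peptide at 50 nM final; timing: 12 min plus 1 h, RT; signal: flow cytometry, FL1 (488/535 nm); read-out: percent drop in bead-associated FITC signal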
DAGLB inhibitor = DAGLB lipase inhibitors, primary screen, biochemical, fluorescence, HTS. Diacylglycerol lipase-beta (Homo sapiens), Q8NCG7. HEK293T DAGLB membrane lysate, EnzChek fluorogenic substrate. actives 0.059% (n = 340,000). inhibition, % at 5.17 µM. AID 504411, 2011; in the data active = inhibition above about 34%;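 also: 0% = enzyme with vehicle and 100% = wells lacking enzyme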
Target sequence (Q8NCG7 whole entry, looked up): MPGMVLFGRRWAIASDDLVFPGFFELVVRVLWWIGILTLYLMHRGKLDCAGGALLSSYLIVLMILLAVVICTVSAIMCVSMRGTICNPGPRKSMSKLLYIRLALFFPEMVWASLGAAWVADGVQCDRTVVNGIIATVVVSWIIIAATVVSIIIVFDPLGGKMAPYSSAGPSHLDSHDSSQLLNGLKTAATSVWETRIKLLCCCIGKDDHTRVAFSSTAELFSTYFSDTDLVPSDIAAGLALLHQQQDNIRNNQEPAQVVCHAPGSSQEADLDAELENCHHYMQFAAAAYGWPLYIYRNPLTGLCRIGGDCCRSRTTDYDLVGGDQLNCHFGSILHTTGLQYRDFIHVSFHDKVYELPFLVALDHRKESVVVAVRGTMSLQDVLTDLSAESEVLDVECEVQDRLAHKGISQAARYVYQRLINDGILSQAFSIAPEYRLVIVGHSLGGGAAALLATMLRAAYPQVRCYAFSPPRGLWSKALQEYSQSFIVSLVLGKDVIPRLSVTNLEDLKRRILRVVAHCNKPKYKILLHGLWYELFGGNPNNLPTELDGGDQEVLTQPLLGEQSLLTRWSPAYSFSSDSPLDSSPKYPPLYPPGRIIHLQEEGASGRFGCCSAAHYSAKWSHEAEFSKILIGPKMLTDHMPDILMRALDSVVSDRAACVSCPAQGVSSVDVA
C-LANA FP = inhibitors of KSHV C-LANA binding to DNA, primary screen, biochemical, fluorescence polarization, FAM-LBS DNA, MBP-C-LANA, single point; Kaposi's sarcoma herpesvirus LANA C-terminal domain (residues 932-1162) DNA binding; inhibition, % at 9 µM; actives 0.078% (n = 340,000); AID 504423, 2011;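 active = highest replicate inhibition at or above 60% at 9 µM, even if other replicates fall short; inactive = all replicates below 60% inhibition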;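 also: 0% = neutral control wells and 100% = 4 µM acridine orange control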
RTF Ca sens inh = cardiac RTF calcium sensitivity inhibitors, primary screen, biochemical, IANBD-TnC fluorescence, EC70 calcium | IANBD-labeled cardiac RTF, Ca2+ fluorescence | inhibition, % at 7.15 µM | actives 0.12% (n = 340,000);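 active = inhibition above the mean inhibition of all tested compounds plus 3 SD, cut at about 17% in these data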;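 also: assay run at fixed EC70 calcium of 1.6 mM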
NSD2 inh = NSD2 histone methyltransferase inhibitors, primary screen, biochemical, AlphaScreen, single concentration, set 2; Histone-lysine N-methyltransferase NSD2 (Homo sapiens), O96028; NSD2 peptide methylation, 120 min; inhibition, % at 12.5 µM; actives 0.54% (n = 310,000); in the data active = inhibition above about 50%
The depositor's hits bear a star; · = not tested or not shown.

A first look, 10 compounds:
SR-BI DiI inh | PKA-R2B act | Keap1 Nrf2 FP | PvdQ inh | SR-BI DiI-HDL act | Arr AP2 block | DAGLB inhibitor | C-LANA FP | RTF Ca sens inh | NSD2 inh | canonical_smiles
18 | -1 | -4 | -12 | -18 | -2 | 6 | 2.3 | -29 | 2 | COC(=O)c1ccc(CSc2nc3c(cnn3-c3ccc(Cl)cc3)c(=O)[nH]2)o1
-4 | -6 | 4 | -1 | 4 | 18 | -2 | -0.2 | -1 | -2 | CC1C(C(=O)Nc2ccccc2)CCCC1(C)C(=O)O (configuration not stated)
· | 0 | 0 | 0 | · | -6 | 4 | 0.7 | 5 | 7 | Cc1cccc(C)c1OCC(=O)N/N=C/C=C/c1ccco1
-29 | -4 | -2 | -3 | 29 | -12 | 1 | 0.4 | 5 | 3 | Cc1cc(C)c[n+](CC(=O)c2c(C)cc(C)c([N+](=O)[O-])c2C)c1
-15 | 1 | -2 | -8 | 15 | 11 | 0 | -0.3 | -4 | 10 | CCCN1CCN(CC(=O)Nc2nc3ccccc3s2)CC1
-30 | -16 | 3 | 0 | 30 | 21 | 0 | -2.4 | -3 | -4 | Cc1ccn2c(NC(=O)c3ccccc3)c(-c3cccs3)nc2c1
74* | 11 | -6 | -1 | -74 | 5 | 1 | 0.7 | -5 | 0 | CCOc1ccc(NC(=O)Cn2nnc(C(=O)NCCc3ccc(OC)c(OC)c3)c2N)cc1
-16 | -6 | 4 | -3 | 16 | -5 | -2 | -0.2 | -4 | 23 | CCc1ccccc1NC(=S)N1CCCCCC1
15 | -2 | -1 | 4 | -15 | 4 | -3 | -0.4 | -7 | 0 | O=C(Nc1ccccn1)c1ccc(S(=O)(=O)N2CCCCCC2)cc1
-7 | 5 | -4 | -28 | 7 | 4 | -1 | -2.0 | -19 | -3 | CCN(C(=O)CSc1ncn[nH]1)c1cccc2ccccc12

Main list, from the first entry:
SR-BI DiI inh | PKA-R2B act | Keap1 Nrf2 FP | PvdQ inh | SR-BI DiI-HDL act | Arr AP2 block | DAGLB inhibitor | C-LANA FP | RTF Ca sens inh | NSD2 inh | canonical_smiles
18 | -1 | -4 | -12 | -18 | -2 | 6 | 2.3 | -29 | 2 | COC(=O)c1ccc(CSc2nc3c(cnn3-c3ccc(Cl)cc3)c(=O)[nH]2)o1
-4 | -6 | 4 | -1 | 4 | 18 | -2 | -0.2 | -1 | -2 | CC1C(C(=O)Nc2ccccc2)CCCC1(C)C(=O)O (configuration not stated)
· | 0 | 0 | 0 | · | -6 | 4 | 0.7 | 5 | 7 | Cc1cccc(C)c1OCC(=O)N/N=C/C=C/c1ccco1
-29 | -4 | -2 | -3 | 29 | -12 | 1 | 0.4 | 5 | 3 | Cc1cc(C)c[n+](CC(=O)c2c(C)cc(C)c([N+](=O)[O-])c2C)c1
-15 | 1 | -2 | -8 | 15 | 11 | 0 | -0.3 | -4 | 10 | CCCN1CCN(CC(=O)Nc2nc3ccccc3s2)CC1
-30 | -16 | 3 | 0 | 30 | 21 | 0 | -2.4 | -3 | -4 | Cc1ccn2c(NC(=O)c3ccccc3)c(-c3cccs3)nc2c1
74* | 11 | -6 | -1 | -74 | 5 | 1 | 0.7 | -5 | 0 | CCOc1ccc(NC(=O)Cn2nnc(C(=O)NCCc3ccc(OC)c(OC)c3)c2N)cc1
-16 | -6 | 4 | -3 | 16 | -5 | -2 | -0.2 | -4 | 23 | CCc1ccccc1NC(=S)N1CCCCCC1

SR-BI DiI inh | PKA-R2B act | Keap1 Nrf2 FP | PvdQ inh | SR-BI DiI-HDL act | Arr AP2 block | DAGLB inhibitor | C-LANA FP | RTF Ca sens inh | NSD2 inh | canonical_smiles
15 | -2 | -1 | 4 | -15 | 4 | -3 | -0.4 | -7 | 0 | O=C(Nc1ccccn1)c1ccc(S(=O)(=O)N2CCCCCC2)cc1
-7 | 5 | -4 | -28 | 7 | 4 | -1 | -2.0 | -19 | -3 | CCN(C(=O)CSc1ncn[nH]1)c1cccc2ccccc12
17 | -6 | 1 | 7 | -17 | 4 | -1 | -0.4 | 0 | · | Cc1ccc2oc(=O)c3cnn(CC(=O)N4CCCc5ccccc54)c3c2c1
-12 | 2 | 1 | 0 | 12 | 6 | 2 | -0.9 | -8 | · | CC(=O)N1c2ccc(F)c(F)c2C[C@H]1C
11 | 1 | 2 | 4 | -11 | 53 | -9 | 0.3 | -5 | -3 | COc1cccc(COc2ccc(N(C)S(=O)(=O)c3ccccc3)cc2)c1
1 | 0 | -9 | 6 | -1 | 5 | -8 | -2.3 | 2 | 3 | CC(C(=O)N1CCN(c2ccc(Cl)cc2)CC1)c1ncc(C(F)(F)F)cc1Cl (configuration not stated)
39 | 4 | 4 | 0 | -39 | 4 | 0 | -0.8 | 2 | · | Cc1ccc(S(=O)(=O)N(C)c2ccc(C(=O)NCC(c3cccs3)N3CCOCC3)cc2)cc1 (configuration not stated)
6 | -8 | 3 | -3 | -6 | -7 | 2 | -0.1 | 4 | 5 | COc1ccc(/C=N/NC(=O)c2nnn(-c3nonc3N)c2CN(C)c2ccccc2)cc1

SR-BI DiI inh | PKA-R2B act | Keap1 Nrf2 FP | PvdQ inh | SR-BI DiI-HDL act | Arr AP2 block | DAGLB inhibitor | C-LANA FP | RTF Ca sens inh | NSD2 inh | canonical_smiles
-19 | 4 | 2 | 4 | 19 | 7 | -3 | -1.1 | -1 | -2 | CCCCc1ccc(S(N)(=O)=O)cc1
-7 | -6 | 2 | -14 | 7 | -11 | 1 | 0.2 | -9 | -1 | CS(=O)(=O)N(CC(=O)Nc1ccc(F)c(F)c1)c1cccc([N+](=O)[O-])c1
-9 | -9 | 2 | -3 | 9 | 7 | 0 | 0.1 | 0 | 1 | CC(C)N(Cc1ccccc1)C(=O)CN1C(=O)NC2(CCCCCC2)C1=O
-5 | 0 | -1 | 9 | 5 | 18 | -1 | -0.8 | -2 | -1 | CC(Sc1nnc(C2CC2)n1C1CC1)C(=O)Nc1ccc(C(N)=O)cc1 (configuration not stated)
32 | 6 | 1 | 28 | -32 | 33 | -5 | 1.0 | -3 | -1 | Cc1nnsc1SCCNC(=O)Nc1ccc(Cl)cc1
25 | 8 | -3 | -13 | -25 | -8 | 1 | -0.5 | -32 | 0 | Fc1ccc2c(c1)C(c1ccncc1)=NNC(c1ccc(Br)cc1)=N2
17 | -9 | 0 | -6 | -17 | -7 | -9 | -1.2 | 1 | -3 | COc1ccc(/C=C/C(=O)c2ccc3c4c(cccc24)CC3)cc1
-22 | 1 | -4 | -9 | 22 | -17 | 1 | -0.4 | -10 | -2 | COC(=O)c1cn(NC(=O)c2ccc([N+](=O)[O-])cc2Cl)c(=O)c2ccccc12

SR-BI DiI inh | PKA-R2B act | Keap1 Nrf2 FP | PvdQ inh | SR-BI DiI-HDL act | Arr AP2 block | DAGLB inhibitor | C-LANA FP | RTF Ca sens inh | NSD2 inh | canonical_smiles
-12 | -2 | 0 | -4 | 12 | 26 | 2 | 0.3 | -10 | -1 | CC1CCCN(C(=O)CCCNC(=O)c2ccc(Cl)cc2)C1 (configuration not stated)
14 | 10 | 1 | 2 | -14 | 2 | -1 | 1.3 | -1 | 2 | O=C(N/C(=C/c1ccc(Br)cc1)C(=O)N1CCCC1=O)c1ccco1
17 | 7 | 2 | -6 | -17 | 4 | -1 | 3.0 | -7 | · | CCCCN(CC)C(=O)CSc1cc(=O)n(C)c2ccccc12
-10 | -10 | 3 | -6 | 10 | 11 | 9 | 0.7 | -7 | 6 | CCCCCCCCn1c2c(c(=N)c3c1CCC3)CCCC2
1 | 11 | -5 | -7 | -1 | -8 | -2 | 0.0 | 5 | -2 | Clc1nnc(N2CCCCC2)c2ccccc12
7 | 4 | 3 | 2 | -7 | 9 | -1 | 0.6 | 10 | 11 | CCN1CCN(C(=O)c2ccc(-c3nc4ccccc4s3)s2)CC1
10 | -11 | 3 | -11 | -10 | -5 | -2 | 0.7 | -4 | 0 | COc1cc(Cl)c(C)cc1NC(=O)CC1SC(N2CCOCC2)=NC1=O (configuration not stated)
4 | 8 | -2 | -14 | -4 | -4 | -1 | 0.3 | -7 | 0 | COC(=O)c1cc2sccc2n1CC(=O)N1CCCc2ccccc21

SR-BI DiI inh | PKA-R2B act | Keap1 Nrf2 FP | PvdQ inh | SR-BI DiI-HDL act | Arr AP2 block | DAGLB inhibitor | C-LANA FP | RTF Ca sens inh | NSD2 inh | canonical_smiles
-15 | 0 | -2 | -3 | 15 | -1 | -1 | 0.5 | -3 | 18 | Cc1ccn2cc(C(=O)Nc3nnc(C)s3)nc2c1
14 | -6 | 4 | -7 | -14 | 5 | -2 | -0.7 | -1 | -4 | COC(=O)c1cc(NC(=O)c2cccnc2)cc(C(=O)OC)c1
-11 | -18 | -4 | -5 | 11 | -5 | -1 | 0.3 | -8 | 3 | COCCn1c(-c2ccco2)csc1=Nc1cccnc1
1 | -2 | 2 | 0 | -1 | 22 | -1 | 0.8 | 8 | -1 | Nc1c(C(=O)NC2CCCC2)sc2nc(-c3cccs3)ccc12
-28 | 2 | -8 | -18 | 28 | -6 | -1 | -0.2 | -8 | -1 | CC[n+]1c(C)sc2c(C)cc(C)cc21
-6 | -6 | -2 | -14 | 6 | -16 | 0 | 0.4 | -3 | -3 | CCOC(=O)c1ccccc1OCc1cc(/C=N/n2cncn2)ccc1OC
· | 0 | -2 | -8 | · | 3 | -7 | 1.5 | 2 | -2 | C=CCn1c(=O)c(C(=O)NCc2ccccc2Cl)c(O)c2ccccc21
17 | 0 | -6 | -21 | -17 | 6 | 2 | -1.3 | 11 | 3 | O=C(CSc1ccc(-c2ccccn2)nn1)Nc1cccc(F)c1
-24 | 1 | -4 | -13 | 24 | -3 | -6 | -0.2 | 0 | · | CC1CC(C)CN(c2ncnc3c2cnn3-c2ccc(Cl)cc2)C1 (configuration not stated)
11 | -10 | 1 | 7 | -11 | 9 | -5 | -0.5 | 1 | 79* | COc1cn(-c2ccccc2)nc1C(=O)NCc1ccccc1
3 | -6 | -4 | -12 | -3 | -12 | 2 | 0.1 | 3 | 2 | CCN(CC)S(=O)(=O)c1nnc(NC(=O)c2ccco2)s1

Screening results (PubChem BioAssay)
